Bioassay records: PubChem BioAssay, National Center for Advancing Translational Sciences (NCATS)
mIDH1 inhibitor = human IDH1 R132H inhibition | O75874 | IDH1-R132H enzyme, NADPH consumption, diaphorase/resazurin fluorescence | hit rate 0.093% among 390,000 | Potency, µM (doses to about 76.6 µM), inactives show at the highest dose activity change, negative = inhibition, hits mostly inhibitors; also: potency is read from the fitted curve at half-maximal effect; % is scaled to controls: 0 for no effect and ±100 for the full control effect; nearly all actives have a fitted effect of over 65% in size
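IDH1-R132H (0.5 ug/mL dispensed) in pH 7.5 Tris buffer was preincubated 30 min with compound, then given a substrate mix of 0.016 mM NADPH and 2 mM alpha-KG for 80 min at room temperature; remaining NADPH was read by diaphorase/resazurin fluorescence.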
D2 antagonist = D2 dopamine receptor (human) antagonism; HEK293 TREx D2 cells, calcium flux, dopamine EC80; P14416; hit rate 2% among 340,000; inhibition, % at 10 µM; in the data active = inhibition above about 30%; also: 0% is about no effect
Target sequence (P14416 whole entry, looked up): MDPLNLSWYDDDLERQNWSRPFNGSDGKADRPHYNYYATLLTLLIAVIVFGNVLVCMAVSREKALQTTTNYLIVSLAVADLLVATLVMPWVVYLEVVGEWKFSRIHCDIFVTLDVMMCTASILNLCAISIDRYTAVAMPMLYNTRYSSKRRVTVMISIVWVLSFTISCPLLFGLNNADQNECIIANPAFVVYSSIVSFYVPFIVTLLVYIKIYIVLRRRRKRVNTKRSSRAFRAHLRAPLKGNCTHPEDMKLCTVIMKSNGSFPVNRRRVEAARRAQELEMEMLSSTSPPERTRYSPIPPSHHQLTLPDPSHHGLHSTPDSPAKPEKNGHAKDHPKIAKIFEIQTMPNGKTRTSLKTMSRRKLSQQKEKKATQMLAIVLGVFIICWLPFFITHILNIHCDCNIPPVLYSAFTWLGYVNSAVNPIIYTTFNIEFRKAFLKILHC
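Compounds are added to dye-loaded, induced HEK293 T-REx cells coupled to calcium release via D2; after a 3 min kinetic read an EC80 dopamine stimulus is given and fluorescence is recorded for 3 more min.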
Pin1 inh = human Pin1 inhibition. Pin1 FP peptide displacement, HiFluor488, 10 min. Q13526. hit rate 0.009% among 390,000. AID 504891. Potency, µM (titrated, usually from 115 µM), for the others: at the top dose activity, negative = inhibition, hits mostly inhibitors; active = well fitted inhibition curve with a large enough effect in the polarisation, with a control signal flat, not every such curve was filed as active; inconclusive = small, poorly fitted or top-dose-only effect, or effect the other way, or a change in a side signal; inactive = no such curve, though single readings can be large or run the other way; the % refers to the polarisation; also: potency is read from the fitted curve at half-maximal effect; % is scaled to controls: 0 for no effect and ±100 for the full control effect
USP1 inh = blocks the human USP1/UAF1 deubiquitinase complex; O94782; recombinant USP1/UAF1, Ub-Rhodamine cleavage fluorescence; Potency, µM (highest dose often 57.1 µM), for inactives: at the top dose activity change, negative = inhibition, most hits filed as inhibitors; hit rate 0.23% among 390,000; AID 743255; also: potency is read from the fitted curve at half-maximal effect; % is scaled to controls: 0 for no effect and ±100 for the full control effect; nearly all actives have a fitted effect of over 60% in size; inactives centre near -12
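High-throughput fluorogenic screen: 1nM USP1/UAF1 complex, Ub-Rho substrate 150nM final, 50mM HEPES pH 7.8 with 0.5mM EDTA, 0.1 mg/ml BSA, 1mM TCEP and 0.01% Tween-20.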
D2 ag = activates the human D2 dopamine receptor; HEK293 T-REx D2 cells, calcium flux agonist mode; activation, % at 2 µM; hit rate 0.53% among 340,000;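 active = activation over 3 SD above normal in the single-dose calcium agonist read, cut at about 30% in these data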; also: 0% is about no effect
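Agonism scored from kinetic calcium signal (1 read/sec, 180 s) following compound pin transfer, after a 10 s baseline. Cells: HEK293 Trex line expressing inducible D2 receptor coupled to calcium, dye-loaded after overnight culture at 30 C.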
TRHR PAM = TRH receptor (human) allosteric enhancement | enhancement, % at 2 µM | AID 493056 | TRHR cells, fluo-8 calcium fluorescence, EC20 TRH enhancement | hit rate 0.66% among 360,000; in the data active = enhancement above about 30%; also: 0% is about no effect
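TRHR-expressing cells loaded with fluo-8 calcium dye were read kinetically (ex 480/em 530) during compound addition, then stimulated with an EC20 of TRH (10 nM final). Enhancement of the Gq-mediated intracellular calcium response was scored.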
TRHR ag = agonists of human TRH receptor; P34981; TRHR cells, calcium flux fluo-8, FDSS agonist mode; activation, % at 2 µM; hit rate 0.18% among 360,000; AID 493084; in the data active = activation above about 30%; also: 0% is about no effect
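Fluo-8-loaded TRHR cells; 10 s baseline, compound added, kinetic Ca2+ fluorescence read 1/s, agonist mode.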
TrxR1 substrate = substrates of rat thioredoxin reductase 1; purified TrxR1 substrate turnover, NADPH consumption readout; Potency, µM (titrated, usually from 114 µM), for the others: at the top dose activity change, negative = substrate turnover; hit rate 0.01% among 390,000; also: potency is read from the fitted curve at half-maximal effect; % is scaled to controls: 0 for no effect and ±100 for the full control effect; nearly all actives have a fitted effect of over 50% in size
Target sequence (O89049 whole entry, looked up): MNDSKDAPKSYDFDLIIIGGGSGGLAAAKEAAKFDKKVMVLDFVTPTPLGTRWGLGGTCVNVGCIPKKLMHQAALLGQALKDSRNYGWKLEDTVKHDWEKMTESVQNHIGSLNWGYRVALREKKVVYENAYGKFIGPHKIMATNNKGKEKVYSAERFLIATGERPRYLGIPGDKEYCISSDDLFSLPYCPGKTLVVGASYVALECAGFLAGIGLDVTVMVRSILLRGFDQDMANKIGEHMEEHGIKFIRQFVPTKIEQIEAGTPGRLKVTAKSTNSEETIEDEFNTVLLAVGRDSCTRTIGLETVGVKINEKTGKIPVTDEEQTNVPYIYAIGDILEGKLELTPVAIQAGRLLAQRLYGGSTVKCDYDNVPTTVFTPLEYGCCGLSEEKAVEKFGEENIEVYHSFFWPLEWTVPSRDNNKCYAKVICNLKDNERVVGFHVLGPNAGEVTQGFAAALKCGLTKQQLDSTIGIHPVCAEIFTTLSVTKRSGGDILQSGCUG
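Rat TrxR1, dispensed at 90 nM, was prereduced with 400 uM NADPH (final) for 5 min at ~22 deg C, then incubated with compound 15 min before 400 uM selenite. A first-read NADPH fluorescence drop versus no-compound background flagged substrates.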
rTrxR1 inhibitor = blocks rat thioredoxin reductase 1. recombinant rTrxR1, NADPH fluorescence consumption, selenite substrate. Potency, µM (highest dose often 114 µM), without a hit: at the top dose activity change, negative = inhibition, actives largely listed as inhibitors. hit rate 1% among 390,000. AID 588453; also: potency is read from the fitted curve at half-maximal effect; % is scaled to controls: 0 for no effect and ±100 for the full control effect; nearly all actives have a fitted effect of over 65% in size
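Rat TrxR1 (90 nM in the dispensed reagent) was pre-reduced with 400 uM NADPH for 5 min at room temperature, then incubated with compound for 15 min. After 400 uM selenite was added, NADPH fluorescence (Ex 340/Em 450 nm) was followed for 8 min.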
Active calls of the source: *; ? = inconclusive; · = no result given; & = joins results of further samples; [ ] = another dose, or the depositor's remark. Unless noted, calls follow the shape of the dose curve; as a rule, active = well fitted inhibition curve with a large enough effect; inconclusive = small, poorly fitted or top-dose-only effect; inactive = no such curve, though single readings can be large or run the other way.

SMILES	mIDH1 inhibitor	D2 antagonist	Pin1 inh	USP1 inh	D2 ag	TRHR PAM	TRHR ag	TrxR1 substrate	rTrxR1 inhibitor
Cn1c(CNc2nc(-c3ccccc3)cs2)nnc1SCC(=O)c1ccccc1	1%	4	8%	-13%	0.2	4	-0.5	10%[57.1 µM]	12%[57.1 µM]
O=C1Cc2ccccc2C(=O)N1c1ccccc1	5%	22	2%	?	-3.0	1	0.1	4%	?
Cc1ccc(-c2noc(-c3ccccc3F)n2)cc1	13%	-6	-8%	-11%	0.4	4	0.5	7%[57.1 µM]	7%[57.1 µM]
O=C(CNc1ccc(Br)cc1)Nc1cccc(S(=O)(=O)N2CCCC2)c1	2%	-20	3%	-8%	-1.1	-6	-0.2	-6%	4%
CCC(=O)N(CCc1ccccc1)Cc1cc2cc(OC)ccc2[nH]c1=O	-7%	2	4%	-11%	0.5	2	0.0	17%[57.1 µM]	18%[57.1 µM]
Nc1ccc(C2(c3ccc(N)cc3)OC(=O)c3ccccc32)cc1	-5%	-6	1%	-27%	-0.2	-1	0.0	5%[57.1 µM]	10%[57.1 µM]
COc1ccc(CCNC(=O)c2cnn(-c3cccc(C)c3)c2C2CCN(C(=O)OC(C)(C)C)CC2)cc1OC	-11%	·	-4%	?	-1.3	-14	-0.4	-7%	-1%
Cc1ccc(C)c(NC(=O)COC(=O)c2cc(=O)c3ccccc3o2)c1	1%	25	-3%	-24%	0.9	1	-0.1	-4%	-20%[57.1 µM]
Cc1cccc(NC(=O)c2ccc(COc3ccc(Cl)cc3Cl)o2)n1	12%	-4	13%	-15%	-0.4	15	2.6	13%[57.1 µM]	0%[57.1 µM]
Cc1ccc(S(=O)(=O)N2CCN(C(=O)CCn3nc(C)c(C)c3C)CC2)cc1	5%	25	9%	-24%	1.6	1	2.2	11%[57.1 µM]	30%[57.1 µM]
COc1ccc(-c2cc(C(F)(F)F)c(C#N)c(SCC(=O)Nc3ccc(C)cc3)n2)cc1	8%	-18	20%	-25%	0.1	6	-0.4	20%[57.1 µM]	8%[57.1 µM]
CCOc1ccccc1N(CC(=O)Nc1ccccc1)S(=O)(=O)c1ccccc1	-2%	0	20%	-15%	0.7	-3	-0.7	-7%	21%
COc1ccc(CNC(=O)COC(=O)Cc2ccc(Cl)cc2Cl)cc1	3%	3	-9%	-6%	-1.1	3	-2.0	1%	16%
O=C(N/N=C\c1ccncc1)c1ccc(Br)s1	2%	-1	0%	-19%	0.1	9	-0.4	-7%	7%
Cc1ccccc1-c1nc2sc(C)c(C)c2c(=O)o1	2%	0	2%	-17%	-4.0	-1	0.7	-2%	-9%
COc1ccc(Br)cc1CNC(=O)CCC(=O)N1CCSc2ccccc21	3%&-5%	12	3%&3%	-20%&20%	-0.8&0.3	0&-3	-0.6&0.0	5%[57.1 µM]	10%[57.1 µM]
Cc1nc(NCCc2cnc[nH]2)c2oc3ccccc3c2n1	5%	13	-2%	0%	-1.5	6	-0.8	9%	14%
CN(CCNC(=O)c1ccc(/C=N/O)nc1)Cc1ccccc1	8%	61*	0%	-6%	0.7	5	0.5	6%	19%
C=CCc1c(C)nc(SCc2nc3ccccc3c(=O)[nH]2)[nH]c1=O	7%	-24	-6%	-23%	-2.8	5	-0.3	-3%	5%
CCCCn1c(/N=C/c2ccc3c(c2)OCO3)nc2ccccc21	-8%	0	0%	-7%	-1.6	-3	-1.0	-1%[57.1 µM]	1%[57.1 µM]
CCOC(=O)CC(=O)CSc1nc2c(c(-c3cccs3)c1C#N)CCC2	-5%	-4	23%	-9%	4.6	-4	3.6	-3%	2%
CN=C1S/C(=C\c2ccc(N3CCOCC3)cc2C)C(=O)N1C	-1%	-3	9%	-7%	0.7	2	0.5	0%	3%
OCc1cc(C(O)CNCCCCCCOCCCCc2ccccc2)ccc1O (centres undefined)	7%	-11&-11	-3%	9%	-1.1&2.7	15&8	-0.2&0.4	73%[activator][57.1 µM]	20%[57.1 µM]
CC(=O)Nc1ccc(S(=O)(=O)Nc2cccc3[nH]ncc23)cc1	2%	8	1%	-14%	0.7	-2	0.3	11%[11.4 µM]	23%[11.4 µM]
CC(=O)c1cccc(NC(=O)N2C3CCC2CC(NC(=O)Nc2ccccc2)C3)c1 (centres undefined)	6%	-4	-5%	-22%	-0.3	0	-1.2	15%	24%
COc1cc(OC)cc(C(=O)NCCCn2ccnc2)c1	-1%	-18	-5%	-10%	0.0	6	0.7	1%	25%
Cc1ccccc1C(=O)Nc1ccc(C(=O)N/N=C/c2ccccn2)cc1	3%	-27	-7%	-28%	-0.9	-4	0.8	-7%	3%
OCCOCCNc1ncnc2c1cnn2-c1ccc(Cl)cc1	9%	-12	-4%	-2%	0.7	-4	0.3	17%[57.1 µM]	27%[57.1 µM]
Cc1nn(CCc2n[nH]c(=S)n2-c2ccc(F)cc2)c(C)c1[N+](=O)[O-]	-1%	-7	5%	-7%	0.5	-7	0.6	0%	-25%
COc1ccc(CNC(=O)COC(=O)c2ccc(Br)o2)cc1	10%	10	2%	-14%	-0.2	2	-1.2	5%	12%
O=C(CN1CCN(S(=O)(=O)c2cccc(Cl)c2)CC1)NCC1(N2CCOCC2)CCCCC1	3%	·	5%	-28%	·	-2	0.5	5%	31%
COCCNC(=O)c1n[nH]c2ccccc12	0%	-8	-13%	-4%	0.8	-4	-0.6	10%	29%
Cc1cc(C(=O)COC(=O)c2cccc(S(=O)(=O)N(C)C)c2)c(C)n1CC1CCCO1 (centres undefined)	6%	-4	-5%	-17%	0.4	-2	0.2	3%	15%
CN(Cc1ccccc1)c1ncnc2c1cnn2-c1ccccc1	2%	-1	11%	-10%	-2.3	-5	1.3	7%[57.1 µM]	25%
CCOC(=O)Cc1nnc(NC(=O)CC)s1	4%	10	-9%	0%	-0.4	-2	-1.2	10%[57.1 µM]	32%[activator][57.1 µM]
CCOC(CCNC(=O)CCC(=O)Nc1ccc2nc(N3CCN(C)CC3)cc(C)c2c1)OCC	2%	-3	-1%	-24%	0.0	3	0.6	49%[activator]	7%
COc1ccc(OC)c(NC(=O)c2nc3ccccc3s2)c1	-2%	-2	15%	-15%	0.7	7	0.3	2%[57.1 µM]	12%[57.1 µM]
CCN1CCN(c2ccc(S(=O)(=O)N3CCOCC3)cc2NC(=O)C(C)Oc2ccc(F)cc2)CC1 (centres undefined)	-7%	1	-4%	-17%	-0.2	9	2.2	-1%	17%
CCCNC(=O)Cn1cnc([N+](=O)[O-])n1	0%	-6	12%	-6%	1.6	3	0.5	-5%	2%
COc1ccc(NC(=O)c2c(NCc3cccs3)sc3c2CCCC3)cc1	8%	·	?	3%	·	0	1.0	-7%[57.1 µM]	-13%[57.1 µM]
Cc1ccc(C(=O)CSc2ccccn2)cc1	2%	13	2%	-4%	0.3	1	-0.1	-10%	0%
COc1ccc(CCN(CC(=O)NC2CCCC2)C(=O)Cn2nnc(-c3ccc(C)o3)n2)cc1OC	-1%	-21	1%	-3%	-3.5	-1	-2.0	6%[57.1 µM]	6%[57.1 µM]
O=C(CCCCCCN1C(=O)c2ccccc2C1=O)N1CCC(c2ccccc2)C1 (centres undefined)	5%	-21	2%	-10%	-0.3	4	-0.2	-8%	-5%
CN(CC(=O)Nc1ccccc1Br)C(=O)c1n[nH]c2ccccc12	8%	-8	0%	-4%	-0.4	-2	0.0	15%	33%
O=C(COC(=O)c1cnccn1)NCc1ccc(Cl)cc1	6%	-19	-2%	-15%	0.8	6	0.3	-2%	24%
CCOC(=O)CNC(=O)CSc1nc(-c2ccc(OC)cc2)ns1	-1%	-6	4%	-20%	-2.2	3	0.7	7%[57.1 µM]	-6%[57.1 µM]
CC(C)C(=O)NC(NCC1CCCO1)C(Cl)(Cl)Cl (centres undefined)	16%	7	-12%	4%	1.1	-7	4.8	?	-12%
COc1ccc(Br)cc1/C=N/NC(=O)c1cc(OC)c(OC)c(OC)c1	7%	18	0%	-26%	-1.1	-11	-0.9	-6%	-3%
Cc1cccc(N2C(=O)CN(Cc3ccccc3)C2=S)c1	-7%	-12	-2%	-2%	1.2	6	-1.1	2%	8%
O=C(Nc1ccccc1)c1c(F)cccc1F	1%	·	3%	-25%	·	-2	-0.8	8%	22%

D2 antagonist, entries above that show a hit.
molecule,mIDH1 inhibitor,D2 antagonist,Pin1 inh,USP1 inh,TRHR PAM,TRHR ag,TrxR1 substrate,rTrxR1 inhibitor
CN(CCNC(=O)c1ccc(/C=N/O)nc1)Cc1ccccc1,8%,61*,0%,-6%,5,0.5,6%,19%

Later entries
SMILES	mIDH1 inhibitor	D2 antagonist	Pin1 inh	USP1 inh	D2 ag	TRHR PAM	TRHR ag	TrxR1 substrate	rTrxR1 inhibitor
CCCc1cc(=O)n2[nH]c(NC(=O)c3ccccc3Cl)nc2n1	19%	·	-2%	-10%	-0.8	17	-0.2	-1%	0%
CC(C)C(=O)Nc1nnc(-c2ccco2)s1	4%	9	5%	-17%	-1.6	-6	0.4	2%[57.1 µM]	8%[57.1 µM]
CC1(C)CC(NC(=O)c2cccc(Cl)c2)CC(C)(C)N1	1%	-8	-3%	8%	-0.1	3	0.4	-3%[57.1 µM]	-7%[57.1 µM]
O=C(Nc1cnc2sccn2c1=O)c1ccc(Cl)cc1Cl	2%	-4	1%	-1%	0.2	-1	-0.1	8%	16%
CC(=O)NCCC(=O)Nc1cc(S(=O)(=O)N2CCCCC2)ccc1N1CCN(C)CC1	-4%	-2	-14%	-5%	0.8	9	0.5	2%	-17%
Cc1cc(NC(=O)Nc2cccc(Cl)c2)n(-c2ccccc2)n1	-1%	3	-1%	-16%	-0.7	14	0.2	-1%	34%
Cc1cccc(N2N=C(C(=O)N3Cc4ccccc4CC3C(N)=O)CCC2=O)c1 (centres undefined)	16%	·	-3%	-8%	·	·	·	-4%	9%

Some of the compounds tested, so the mix of outcomes need not match the whole.
